# Source: PubChem BioAssay
# HP1b chromo inh – inhibitors of HP1-beta chromodomain binding to methylated histone tails. P83916. AlphaScreen HP1-beta / biotin-H3K9me3 peptide binding. Potency, µM (highest dose often 114 µM), inactives show at the top dose activity change, negative = inhibition, actives largely listed as inhibitors. hit rate 0.56% among 390,000; note: potency is the fitted concentration of half-maximal effect; nearly all actives have a fitted effect of over 70% in size; inactives centre near 23
#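 AlphaScreen: HP1-beta (50 nM) preformed 30 min with biotin-H3(1-18)K9me3 peptide (50 nM) in PBS pH 7.4, 0.01% Tween-20. Compound added for 30 min at RT, then streptavidin donor/nickel chelate acceptor beads (10 ug/mL) for 30 min.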
# ERG Ets-DNA blk – ERG Ets/DNA interaction inhibition | fluorescence polarization, His-ERG Ets domain / labelled DNA | P11308 | Potency, µM (titrated, usually from 76.9 µM), for inactives: at the top dose FP activity, negative = inhibition, most hits filed as inhibitors | hit rate 0.028% among 370,000; active = well fitted inhibition curve with a large enough effect in the polarisation, with a control signal flat; inconclusive = small, poorly fitted or top-dose-only effect, or effect the other way, or a change in a side signal; inactive = no such curve, though single readings can be large or run the other way; the % refers to the polarisation;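 note: polarization taken with two DNA probes labelled with fluorescein and Texas red; potency is the fitted concentration of half-maximal effect; % of control where 0% means no effect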
#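 His-tagged ERG Ets domain (1 uM in the protein solution; 300mM KCl, 50mM Tris-HCl, 1mM EDTA, 1mM DTT, pH 7.5) received compound, then a probe mix of 5 nM fluorescein-DNA and 100nM Texas-615-DNA. Fluorescence polarization was read for both dyes.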
# PI4K2A block – inhibitors of human PI4K2A | activity change, negative = inhibition, % at 76.9 µM | Q9BTU6 | hit rate 0.13% among 420,000 | purified PI4K2A, ADP-Glo luminescence, 1 h; stronger effect = lower value; in the data active = activity change below about -50%; inconclusive = mostly about -30% to -49%;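 note: -100% = wells without enzyme as full effect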
# Target sequence (Q9BTU6 whole entry, looked up): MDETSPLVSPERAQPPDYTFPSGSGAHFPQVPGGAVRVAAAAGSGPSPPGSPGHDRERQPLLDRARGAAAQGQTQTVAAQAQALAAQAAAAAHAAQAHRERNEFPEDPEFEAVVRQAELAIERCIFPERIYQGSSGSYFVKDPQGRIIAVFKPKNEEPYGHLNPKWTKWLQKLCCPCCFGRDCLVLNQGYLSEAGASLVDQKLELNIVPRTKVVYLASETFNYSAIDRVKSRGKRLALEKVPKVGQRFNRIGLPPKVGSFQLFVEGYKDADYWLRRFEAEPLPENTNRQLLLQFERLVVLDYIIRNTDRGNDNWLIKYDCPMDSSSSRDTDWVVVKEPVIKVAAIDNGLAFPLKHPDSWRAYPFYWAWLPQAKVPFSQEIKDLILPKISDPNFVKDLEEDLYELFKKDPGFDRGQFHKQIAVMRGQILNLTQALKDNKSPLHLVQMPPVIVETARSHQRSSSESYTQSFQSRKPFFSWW
#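 Compounds are screened against recombinant PI4K2A using PI as substrate and ATP, the latter dispensed at 300 microM. Reactions run one hour at ambient temperature before ADP-Glo detection; full inhibition defined by wells lacking enzyme.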
# JMJD2A Tudor inh – blocks the human JMJD2A Tudor domain | O75164 | AlphaScreen JMJD2A-Tudor / H3K4me3 peptide binding | Potency, µM (series often up to 114 µM), without a hit: at the top dose activity change, negative = inhibition, actives largely listed as inhibitors | hit rate 4.4% among 390,000; note: potency is the fitted concentration of half-maximal effect; % is set by controls: 0 for no effect and ±100 for the full control effect; nearly all actives have a fitted effect of over 50% in size
# Pin1 inh – human Pin1 inhibition; Q13526; Pin1 FP peptide displacement, HiFluor488, 10 min; Potency, µM (highest dose often 115 µM), for inactives: at the top dose activity, negative = inhibition, most hits filed as inhibitors; hit rate 0.009% among 390,000; AID 504891; active = well fitted inhibition curve with a large enough effect in the polarisation, with a control signal flat, not every such curve was filed as active; inconclusive = small, poorly fitted or top-dose-only effect, or effect the other way, or a change in a side signal; inactive = no such curve, though single readings can be large or run the other way; the % refers to the polarisation; note: potency is the fitted concentration of half-maximal effect; % is set by controls: 0 for no effect and ±100 for the full control effect
# GLS inh – blocks human kidney-isoform glutaminase activity | GLS enzymatic activity, qHTS titration | Potency, µM (top dose mostly 45.5 µM), for inactives: at the top dose activity change, negative = inhibition, actives largely listed as inhibitors | hit rate 0.21% among 410,000; note: potency is the fitted concentration of half-maximal effect; % is set by controls: 0 for no effect and ±100 for the full control effect
#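 Read-out is an Amplex red fluorescence increase coupled through glutamate oxidase and HRP, measured before and after 30 min room-temperature incubation. hKGA is in 45 mM KH2PO4 (pH 8.2) with 0.02% Tween-20; glutamine added as 1mM solution.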
# G9a block – inhibitors of human histone lysine methyltransferase G9a | hit rate 8.8% among 350,000 | G9a H3K9 monomethylation, AlphaScreen, 2 h | Potency, µM (top dose mostly 102 µM), without a hit: at the top dose activity, negative = inhibition, hits mostly inhibitors | AID 504332 | Q96KQ7; note: potency is the fitted concentration of half-maximal effect; % is set by controls: 0 for no effect and ±100 for the full control effect; nearly all actives have a fitted effect of over 75% in size
#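 Compounds were preincubated with 20 nM G9a for 15 min, after which biotinylated H3K9 peptide (500 nM) and SAM (20 uM) started a 2 h room-temperature reaction. Monomethylated product was quantified by antibody-based AlphaScreen chemiluminescence.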
# Tb PGK inh – blocks T. brucei phosphoglycerate kinase. P07378. PGK/GAPDH coupled, Kinase-Glo luminescence, 60 min. Potency, µM (top dose mostly 57.5 µM), for the others: at the highest dose activity change, negative = inhibition, hits mostly inhibitors. hit rate 0.043% among 380,000. AID 602233; note: potency is the fitted concentration of half-maximal effect; % is set by controls: 0 for no effect and ±100 for the full control effect; nearly all actives have a fitted effect of over 60% in size
# Target sequence (P07378 whole entry, looked up): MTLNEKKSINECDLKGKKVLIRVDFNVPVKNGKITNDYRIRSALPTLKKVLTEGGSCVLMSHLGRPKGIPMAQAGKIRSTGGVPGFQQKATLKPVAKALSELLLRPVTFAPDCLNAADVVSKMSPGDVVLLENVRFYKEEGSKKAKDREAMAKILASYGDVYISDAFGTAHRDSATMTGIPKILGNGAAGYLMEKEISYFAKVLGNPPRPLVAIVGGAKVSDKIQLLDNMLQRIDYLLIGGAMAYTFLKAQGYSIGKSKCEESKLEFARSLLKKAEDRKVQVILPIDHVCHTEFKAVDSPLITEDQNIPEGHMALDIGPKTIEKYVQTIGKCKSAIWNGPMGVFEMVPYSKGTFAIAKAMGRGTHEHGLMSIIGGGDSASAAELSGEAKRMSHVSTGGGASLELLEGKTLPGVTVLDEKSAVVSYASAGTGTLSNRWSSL
#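 Recombinant glycosomal PGK reaction used 1,3-bisphosphoglycerate generated in-well by GAPDH (100nM final) in 100mM TEA pH 7.6, 5mM MgCl2, 0.01% Tween-20. After 60 minutes at room temperature, ATP was read by Kinase-Glo Plus luminescence end-point.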
# BAZ2B block – inhibitors of human BAZ2B bromodomain | AlphaScreen BAZ2B-H3K14Ac peptide displacement | Potency, µM (series often up to 114 µM), for the others: top-dose activity change, negative = inhibition, actives largely listed as inhibitors | hit rate 4.4% among 360,000; note: potency is the fitted concentration of half-maximal effect; % is set by controls: 0 for no effect and ±100 for the full control effect; nearly all actives have a fitted effect of over 60% in size
#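 AlphaScreen displacement: compounds (up to 110uM) incubated 30 min at room temperature with a preformed 50 nM BAZ2B/50 nM biotinylated H3K14Ac peptide complex in PBS pH 7.4 with Tween-20. Donor and acceptor beads at 10 ug/mL final added, 20 min light-protected before reading.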
# * marks the source's active call; other numbers are inactive results; i = inactive; u = inconclusive; x = no result given; & = joins results of further samples; [ ] = another dose, or the depositor's remark. Unless noted, calls come from the whole dose curve; as a rule, active = well fitted curve in the direction sought with a large enough effect; inconclusive = small, poorly fitted or top-dose-only effect, or another doubt; inactive = no such curve, though single readings can be large; an effect the other way counts as inactive or inconclusive.
SMILES	HP1b chromo inh	ERG Ets-DNA blk	PI4K2A block	JMJD2A Tudor inh	Pin1 inh	GLS inh	G9a block	Tb PGK inh	BAZ2B block
CCC(=O)Nc1cccc(C(=O)/C=C/c2cccs2)c1	17%	2%	-1	-21%	3%	1%	-35%	5%	-27%
CCCCCCCCCn1ccc(=N)cc1	22%	1%	-11	-10%	2%	2%	5%	i	5%
COc1ccc(CNC(=O)CC2(CC(=O)O)CCCCC2)cc1	61%[activator]	8%	-1	-15%	-7%	-5%	4%	i	1%
COc1ccccc1CN1CCC(CNC(=O)c2cnn(-c3ccc(C)c(C)c3)c2C2CCN(C(=O)OC(C)(C)C)CC2)CC1	-19%	-1%	2	u	2%	-5%	-34%[59 µM]	0%	-3%[57.1 µM]
CN(C(=O)COC(=O)c1ccc2c(c1)OCCO2)C1CCCCC1	32%	3%	-1	-3%	6%	-9%	u	-5%	-1%
CC1CN(CCN2CC(C)N(C=O)CC2C)C(C)CN1C=O (stereo unspecified)	21%	-7%	-2	-8%	5%	-4%	x	-1%	x
O=C(CC1N=C2c3ccccc3N=C(SCc3cccc(Cl)c3)N2C1=O)NC1CCCCC1 (stereo unspecified)	38%	0%	0	-20%	-5%	3%	-1%[59 µM]	-1%	-1%
O=c1nc(NCc2ccccc2Cl)cn[nH]1	3%	x	-3	-7%	-12%	6%	7%[59 µM]	-6%	2%
CCCCCCCCCCCCN1[C@@H](CC(=O)OC)c2cc(F)cc(F)c2S1(=O)=O	98%[activator]	-7%	1	35%	14%	3%	x	-7%	x
O=[N+]([O-])c1cccnc1Sc1n[nH]c(-c2ccc(Cl)cc2)n1	21%	5%	-8	-13%	4%	0%	x	-7%	-4%
c1ccc2c(OCCCCN3CCOCC3)cccc2c1	u	-11%	-1	3.5µM*	u	5%	x	-10%	50µM*
CCOC(=O)C(NC(C)=O)(Nc1ccc(S(=O)(=O)Nc2nccs2)cc1)C(F)(F)F (stereo unspecified)	61%[activator]	3%	0	-7%	3%	2%	1%[12.7 µM]	2%	0%
c1ccc2c(Nc3nc(N4CCOCC4)c4ccccc4n3)cccc2c1	45%[activator]	-3%	-2	3%	13%	-3%	-25%	1%	-1%
CCOC(=O)C1CCCN(Cc2cc(OC)c(O)c(OC)c2)C1 (stereo unspecified)	-54%	-5%	11	2.2µM*	-7%	21%	u	-7%	u
Cc1cc(=O)oc(C)c1C(=O)Nc1cccc(F)c1	53%[activator]	4%	0	1%	0%	0%	5%	-6%	4%
CC(=O)Nc1ccc(-c2cc3ccccc3o2)cc1	36%	2%	-1	-17%	0%	-3%	-8%	-1%	-5%
CCCc1cc(=O)oc2c(C)c(OCC(=O)N3C[C@H]4C[C@@H](C3)c3cccc(=O)n3C4)ccc12	20%	-7%	2	-18%	0%	3%	u	7%	-20%
CCOC(=O)c1ccc(NC(=O)C2CC2)cc1	32%[activator]	-10%	-1	-7%	-8%	-5%	6%	i	-3%
O=C1c2cccc3cccc(c23)C(=O)N1c1ccccn1	35%	14%	0	-3%	1%	-18%	-30%	0%	15%
O=C1CC[C@@H](C(=O)O)N1	14%	8%	-2&3	-11%	1%	-5%&-12%	-4%&10%[59 µM]	-3%	2%
COc1cc(C2/C(=C(\O)c3ccc4c(c3)CC(C)O4)C(=O)C(=O)N2Cc2ccco2)ccc1O (stereo unspecified)	13%	-4%	-1	-24%	4%	43%[activator]	u	-8%	-11%
Cc1nc2ccc(NC(=O)N3CCOCC3)cc2nc1C	14%	11%	-8	-23%	-3%	-2%	0%	i	-11%
COc1ccc(CNC(=O)CN(Cc2ccc(C)cc2)S(=O)(=O)c2ccc(Cl)cc2)cc1	32%	14%	1	-6%	1%	-5%	-1%	-7%	2%
Cn1nccc1NS(=O)(=O)c1ccc(NC(=O)C(F)(F)F)cc1	31%	-5%	0	-4%	-19%	21%	-27%[59 µM]	0%	-12%
COc1ccc(CC(=O)OCC(=O)NC(=O)NC23CC4CC(CC(C4)C2)C3)cc1	15%	-9%	-3	-23%	2%	-10%	-13%[59 µM]	-10%	-5%
COC(=O)c1cn(C(=O)c2ccc(C)cc2)c2ccccc12	78%[activator]	10%	1	u	-1%	1%	255%[activator]	x	89%[activator]
CN(C)CCNc1ncnc2c1sc1nc(-c3ccccc3)c3c(c12)CCCC3	-21%	20%	-5	u	10%	-33%	u	1%	u
CN(Cc1c(F)cccc1Cl)C(=O)c1ccc2ccccc2n1	27%	-5%	3	-1%	0%	14%	-9%	-4%	-12%
O=C(Cn1ncn2cccc2c1=O)NCc1cccc(Br)c1	15%	5%	-1	-16%	u	-9%	u	i	-2%
CCOc1ccc2nc(SCC(=O)N(CC(C)C)c3c(N)n(Cc4ccccc4)c(=O)[nH]c3=O)[nH]c2c1	16%	x	-4	-9%	16%	-3%	50µM*	-5%	-2%
CCn1cc(CNC(=O)c2ccc(Cl)c([N+](=O)[O-])c2)c(C)n1	29%	x	4	3%	-6%	9%	16%[59 µM]	7%	7%
CC(=O)C1C(c2cccc(F)c2)c2c(n[nH]c2C)CC1(C)O (stereo unspecified)	43%[activator]	2%	-2	-11%	-3%	-1%	12%[12.7 µM]	-7%	2%
COc1ccc(OC)c(NC(=O)CCN2C(=O)c3ccccc3C2=O)c1	46%[activator]	-1%	3	-13%	4%	-2%	-12%	4%	6%
Cc1ccccc1C(=O)N1CCC(C(=O)Nc2ccc(F)cc2)CC1	34%	-8%	-2	-8%	-8%	-6%	21%[12.7 µM]	-8%	-1%
COc1cccc(C2C(C(=O)c3cc4ccccc4o3)=C(O)C(=O)N2c2cc(C)on2)c1OC (stereo unspecified)	2%	-6%	11	u	7%	9%	45µM*	-1%	-28%
CC(C)c1ccc(N2C(=O)CSC23C(=O)N(Cc2ccccc2)c2ccccc23)cc1 (stereo unspecified)	46%[activator]	0%	0	-8%	1%	-12%	u	-8%	-19%
Cn1c(=O)c2c(ncn2CCC(=O)N/N=C/c2ccncc2)n(C)c1=O	2%	1%	3	-16%	1%	4%	2%	-8%	0%
Cc1ccc(CNC(=O)c2ccc(N3CCC4(CC3)CC(c3ccccc3)=NO4)c(NC(=O)c3ccc(Br)cc3)c2)cc1	28%	1%	4	-10%	15%	-6%	-50%	-4%	-19%
COc1ccc(-n2c(C)cc(/C=C3\C(=O)NN(c4ccccc4)C3=O)c2C)cc1	-3%	-11%	-1	-21%	-9%	-12%	-18%	6%	-27%
Cc1ccc2cc(C)c(NCCO)nc2c1	34%	-1%	-3	-13%	3%	3%	28%[59 µM]	-5%	0%
Cc1ccc(NC(=O)C2=NNC(=O)CC2)cc1F	0%	2%	4	-6%	-5%	-3%	x	0%	-1%
COc1cc(/C=C/C(=O)c2ccc(Cl)s2)cc(OC)c1O	-36%	7%	-2	u	16%	-8%	u	i	u
Cc1cc(NC(=O)c2ccc(C#N)cc2)n(-c2ccccc2)n1	43%[activator]	-12%	-2	-16%	-12%	1%	3%[12.7 µM]	0%	33%[activator]
CC(NC(=O)C1CCN(S(=O)(=O)c2cc([N+](=O)[O-])ccc2Cl)CC1)c1ccccc1 (stereo unspecified)	14%	7%	3	-5%	3%	-12%	-6%[59 µM]	i	-21%
CCn1c(CNC(=O)c2ccco2)nnc1SCC(=O)Nc1cc(C)c(C)cc1Br	30%	-30%	-5	1%	-6%	5%	2%	0%	4%
O=c1cc(-c2ccccc2)nc2cc(-c3ccc(Br)cc3)[nH]n12	15%	0%	-3	-9%	-1%	5%	u	-3%	10%
O=C(Nc1ccccc1)C1(c2ccccc2)CC1(Cl)Cl (stereo unspecified)	38%	4%	-1	10%	3%	1%	u	-5%	-4%
CCOc1ccc(CN(C(=O)c2cc3ccccc3oc2=O)C2CCS(=O)(=O)C2)cc1 (stereo unspecified)	41%[activator]	2%	0	-2%	2%	-9%	21%[59 µM]	-4%	-3%
COC(=O)c1cc(NC(=O)Nc2cc(OC)ccc2OC)cc(C(=O)OC)c1	4%	2%	-3	-13%	-6%	x	3%	-5%	6%
Cc1ccc(S(=O)(=O)N2[C@@H](c3ccccc3)C(C(=O)O)=CC[C@H]2c2ccc(C(C)C)cc2)cc1	26%	2%	-4	-22%	u	24%	15%[2.33 µM]	-12%	-27%
Cc1cccc(Oc2nc3c(c(=O)n(C)c(=O)n3C)n2C)c1C	34%	2%	0	-10%	-20%	-10%	12%[59 µM]	i	-2%
CCOc1ccc(COC(=O)C2CC(=O)N(CCc3ccccc3)C2)cc1OC (stereo unspecified)	55%[activator]	-3%	2	0%	2%	0%	-1%[2.33 µM]	5%	11%
Cc1ccc(C(=O)NCC(=O)Nc2ccc3c(c2)CCC3)cc1C	5%	1%	0	-7%	1%	3%	1%	-1%	8%
COc1cc(NC(=S)N2CCOCC2)c(OC)cc1Cl	24%	-16%	-1	-12%	1%	12%	-2%	-8%	-16%
